# Source: PubChem (National Center for Advancing Translational Sciences (NCATS))
# KB-V1 cytotox – qHTS assay for MDR1-selective chemotherapeutics: Primary screen using the drug-selected MDR subline cells KB-V1; KB-V1 MDR cells viability, CellTiter-Glo, 72 h; actives 3.4% (n = 400,000); Potency, µM (titrated, usually from 46.1 µM), for the others: at the highest dose activity change, negative = cytotoxicity, usual class: cytotoxic; further: potency means the concentration at half of the fitted maximal effect; on the % scale 0 is the no-effect control and ±100 the full control effect; nearly all actives have a fitted effect of over 60% in size
#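 Following 72 h at 37 degrees C with compound, KB-V1 cell viability was read by CellTiter-Glo luminescence, medium being phenol-red-free DMEM plus 10% FBS; concentration-response parameters came from normalized, curve-fitted qHTS data.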
# HT1080 IDH1KD tx – qHTS for induction of synthetic lethality in tumor cells producing 2HG: qHTS for the HT-1080-IDH1KD cell line. Potency, µM (series often up to 46.1 µM), for the others: at the highest dose activity, negative = toxicity, hits mostly cytotoxic. actives 2% (n = 360,000). HT-1080 IDH1 knockdown viability, ATP luminescence, 48 h;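 further: potency means the concentration at half of the fitted maximal effect; 0% = DMSO wells and -100% = cell-free medium wells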
#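 HT-1080-IDH1KD cells (IDH1 knocked down), 750/well in RPMI with 5% FBS, treated with compound 48 h at 37 degrees C. Viability by CellTiter-Glo luminescence, normalised to DMSO and no-cell wells; concentration-response curves classed.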
# KB-3-1 tox – qHTS assay for MDR1-selective chemotherapeutics: Primary screen using the parental adenocarcinoma cell KB-3-1 | KB-3-1 viability, CellTiter-Glo ATP luminescence, 72 h | actives 1.4% (n = 400,000) | Potency, µM (top dose mostly 46.1 µM), for the others: at the highest dose activity change, negative = cytotoxic, usual class: cytotoxic; further: potency means the concentration at half of the fitted maximal effect; on the % scale 0 is the no-effect control and ±100 the full control effect; nearly all actives have a fitted effect of over 60% in size
#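 Luminescent ATP read-out (CellTiter-Glo) measures survival of drug-naive KB-3-1 cells after 72 h compound exposure at 37 °C. Titration series was screened from lowest to highest concentration, with DMSO vehicle plates as background controls.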
# WRN helicase inh – qHTS for Inhibitors of WRN Helicase; actives 0.46% (n = 360,000); Potency, µM (series often up to 114 µM), for the others: at the highest dose activity change, negative = inhibition, actives largely listed as inhibitors; AID 651768, 2012; WRN helicase unwinding, fluorescent forked duplex, kinetic; further: potency means the concentration at half of the fitted maximal effect; on the % scale 0 is the no-effect control and ±100 the full control effect; nearly all actives have a fitted effect of over 55% in size
# Target sequence (Q14191 whole entry, looked up): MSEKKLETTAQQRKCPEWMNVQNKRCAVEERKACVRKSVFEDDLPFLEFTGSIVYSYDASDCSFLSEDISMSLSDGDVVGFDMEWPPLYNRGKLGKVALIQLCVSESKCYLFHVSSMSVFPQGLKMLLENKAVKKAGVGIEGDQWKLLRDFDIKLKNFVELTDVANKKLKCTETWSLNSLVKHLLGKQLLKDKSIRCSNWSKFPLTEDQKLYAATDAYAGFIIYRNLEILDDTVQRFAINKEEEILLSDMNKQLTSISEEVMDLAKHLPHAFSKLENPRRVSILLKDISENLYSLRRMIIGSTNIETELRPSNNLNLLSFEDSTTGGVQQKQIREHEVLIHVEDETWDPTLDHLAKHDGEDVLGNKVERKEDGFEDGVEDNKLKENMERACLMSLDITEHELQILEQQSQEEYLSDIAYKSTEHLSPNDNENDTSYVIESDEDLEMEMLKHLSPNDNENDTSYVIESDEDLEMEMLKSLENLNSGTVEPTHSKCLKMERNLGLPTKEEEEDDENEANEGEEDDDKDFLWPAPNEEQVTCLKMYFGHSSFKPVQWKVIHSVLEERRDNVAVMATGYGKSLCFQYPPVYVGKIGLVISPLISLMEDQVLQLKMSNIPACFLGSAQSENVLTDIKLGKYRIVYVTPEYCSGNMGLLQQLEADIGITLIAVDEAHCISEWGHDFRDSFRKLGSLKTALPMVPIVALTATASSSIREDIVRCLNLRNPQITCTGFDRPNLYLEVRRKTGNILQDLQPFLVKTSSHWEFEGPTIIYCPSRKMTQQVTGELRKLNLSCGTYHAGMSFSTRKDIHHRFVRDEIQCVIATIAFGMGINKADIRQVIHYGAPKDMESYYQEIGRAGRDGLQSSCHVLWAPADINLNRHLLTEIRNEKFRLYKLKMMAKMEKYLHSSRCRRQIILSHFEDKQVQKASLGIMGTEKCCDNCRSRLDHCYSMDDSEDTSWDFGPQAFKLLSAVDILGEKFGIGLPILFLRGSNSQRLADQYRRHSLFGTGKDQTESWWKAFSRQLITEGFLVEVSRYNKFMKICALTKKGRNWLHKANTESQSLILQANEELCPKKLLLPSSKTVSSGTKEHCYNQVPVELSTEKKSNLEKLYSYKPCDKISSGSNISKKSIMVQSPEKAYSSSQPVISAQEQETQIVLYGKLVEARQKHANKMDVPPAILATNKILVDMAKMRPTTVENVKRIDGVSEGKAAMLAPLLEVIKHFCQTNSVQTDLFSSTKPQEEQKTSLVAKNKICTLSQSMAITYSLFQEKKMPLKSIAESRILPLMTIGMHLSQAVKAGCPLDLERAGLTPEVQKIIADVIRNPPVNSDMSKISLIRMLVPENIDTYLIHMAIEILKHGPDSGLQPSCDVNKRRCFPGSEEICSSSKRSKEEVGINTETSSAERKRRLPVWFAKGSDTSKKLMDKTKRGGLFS
#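 Screening of the MLSMR collection measured strand separation of a quenched forked DNA duplex (100 nM) by 20 nM WRN with 2 mM ATP, all final. Compounds were preincubated with enzyme 15 min at room temperature.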
# SW480 rerep – A quantitative high throughput screen for small molecules that induce DNA re-replication in SW480 colon adenocarcinoma cells; SW480 DNA re-replication, Hoechst DNA content imaging, 48 h; Potency, µM (doses to about 46.1 µM), for the others: top-dose re-replication activation, most hits filed as activators; actives 1.8% (n = 340,000); AID 624297, 2012; further: potency means the concentration at half of the fitted maximal effect; % of control where 0% means no effect; nearly all actives have a fitted effect of over 55% in size
#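 Readout is total intensity of Hoechst-stained nuclei, excited at 405 nm and collected at 500-530 nm. Compound treatment lasted 48 hr at 37 C in 5% CO2 before staining.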
# MCF10A rerep – A quantitative high throughput screen for small molecules that induce DNA re-replication in MCF 10a normal breast cells; Potency, µM (top dose mostly 46.1 µM), inactives show at the highest dose activity, positive = re-replication, hits mostly activators; actives 2.9% (n = 350,000); MCF 10A DNA re-replication, Hoechst nuclear intensity, 48 h; further: potency means the concentration at half of the fitted maximal effect; % of control where 0% means no effect; nearly all actives have a fitted effect of over 50% in size
# IL1B secr inh – qHTS for Inhibitors of Inflammasome Signaling: IL-1-beta AlphaLISA Primary Screen | activity change, % at 57.5 µM | THP-1 LPS/ATP IL-1B secretion, AlphaLISA, 16 h; active compounds read low | actives 4.7% (n = 360,000) | AID 743279, 2014; in the data active means activity change below about -50%; inconclusive means mostly about -30% to -49%; further: on the % scale 0 is the no-effect control and ±100 the full control effect
#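 THP-1 cells pretreated 1 hr with compounds (up to 57.5 uM final), then stimulated with LPS (250 ng/mL final) plus ATP (1.25 mM final); secreted IL-1B measured by AlphaLISA after 16 hr, decreased signal indicating inhibition.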
# ATXN2 expr inh – Primary qHTS for Inhibitors of ATXN expression; actives 0.72% (n = 360,000); Potency, µM (series often up to 57 µM), inactives show at the top dose activity change, negative = inhibition, usual class: inhibitors; AID 1745845, 2022; HEK-293 ATXN2-luciferase reporter, luminescence, 24 h; further: potency means the concentration at half of the fitted maximal effect; on the % scale 0 is the no-effect control and ±100 the full control effect; nearly all actives have a fitted effect of over 55% in size
#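 qHTS (up to 57 uM final) was run with 24 h compound exposure of reporter cells at 37 °C. Each well was multiplexed: SteadyGlo luminescence measured ATXN2-luciferase expression after a fluorogenic Gly-Phe-AFC viability readout (25 uM final).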
# HT1080NT lethal – qHTS for induction of synthetic lethality in tumor cells producing 2HG: qHTS for the HT-1080-NT fibrosarcoma cell line | actives 1.6% (n = 360,000) | AID 686970, 2013 | HT-1080-NT fibrosarcoma viability, CellTiter-Glo ATP luminescence, 48 h | Potency, µM (highest dose often 46.1 µM), for the others: at the highest dose activity, negative = less viability, usual class: cytotoxic;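 further: NT is the 2HG producing partner of a matched IDH1 knockdown line; potency means the concentration at half of the fitted maximal effect; 0% = DMSO-treated cells and -100% = media-only wells without cells; nearly all actives have a fitted effect of over 55% in size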
#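 Luminescent CellTiter-Glo readout after 48 hours of compound exposure at 37 degrees C defined viability of HT-1080-NT cells. Activity was normalized to DMSO wells and cell-free media wells; concentration-response curves were fitted and assigned curve classes.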
# * hit, by the source's call; ? = inconclusive; . = not tested or not shown; & = joins results of further samples; [ ] = another dose, or the depositor's remark. Unless noted, the call rests on the fitted dose curve; in most records, active means well fitted curve in the direction sought with a large enough effect; inconclusive means small, poorly fitted or top-dose-only effect, or another doubt; inactive means no such curve, though single readings can be large; an effect the other way counts as inactive or inconclusive. No enrichment for hits; any-hit rate near 12%.
# Every second line gives: KB-3-1 tox | WRN helicase inh | SW480 rerep | MCF10A rerep | HT1080NT lethal | ATXN2 expr inh | IL1B secr inh | HT1080 IDH1KD tx | KB-V1 cytotox
CC(=C\c1ccccc1)/C=C1/SC(=O)N(CCCC(=O)Nc2ccc(C(=O)O)cc2)C1=O
  0% | -8% | -1% | ? | -7% | ? | -12 | -5% | 0%
COc1ccc(CC(=O)NNC(=O)c2ccoc2C)cc1OC
  -18% | -4% | 4% | 0% | 13% | -3% | 5 | -4% | 12%
COC(=O)c1cc2occc2n1Cc1nc(-c2ccccc2F)oc1C
  9%&0% | -3% | -24% | -5% | 5% | 1% | 19 | 9% | -5%&5%
C[C@H](CO)N1C[C@H](C)[C@@H](CN(C)S(C)(=O)=O)Oc2ccc(NC(=O)NC3CCCCC3)cc2C1=O
  9% | -9% | -3% | -17% | 10% | 10% | 5 | 9% | -1%
Clc1ccc(Cc2nc(-c3cccnc3)no2)cc1
  -11% | 9% | 6% | 1% | 3% | 23% | -7 | 0% | 0%
COc1ccc(CC2(CO)CCN(Cc3cnc(-c4ccccc4C)nc3)CC2)cc1
  ? | -4% | ? | -1% | 2% | . | 4 | -13% | ?
Cc1ccc(C)c(NC(=O)CN(C)C(=O)CN2C(=O)C3CCCCC3C2=O)c1 (stereo not drawn)
  -1% | 7% | -99%[inhibitor] | 7% | 6% | -4% | 16 | -3% | 15%
Cc1cccc(C)c1OCC(O)CN1CCc2ccccc2C1 (stereo not drawn)
  -3% | 5% | 1% | 2% | ? | -25% | 12 | ? | -13%
CN(Cc1nc(Cc2cccc(F)c2)no1)CC1CCOCC1
  -2% | 8% | -5% | 5% | 19% | -15% | -9 | 3% | -14%
Cc1cc(C)cc(NC(=S)NCCc2ccc(S(N)(=O)=O)cc2)c1
  8% | -25%[57.1 µM] | -3% | -5% | 0% | -38%[11.3 µM] | 5 | 1% | 0%
COc1ccc(NC(=O)CSc2nc3ccccc3c(=O)n2CCNC(C)=O)c(OC)c1
  7% | -5% | -2% | 10% | 0% | -12% | -6 | -2% | ?
CC12CCC(C(=O)NNc3ccccc3)(OC1=O)C2(C)C (stereo not drawn)
  -6% | -4% | 1% | 19% | -28% | . | 0 | ? | 10%
CN(C)C(CNC(=S)Nc1ccc(Cl)cc1)c1cccnc1 (stereo not drawn)
  11% | 5% | -1% | 1% | -2% | -12% | 1 | 0% | 8%
CCC(NC(=O)C1CCC1)c1ccc(C)cc1 (stereo not drawn)
  3% | 2% | 15% | 17% | -7% | -7% | 0 | -5% | -24%
CCOC(=O)c1c(C)[nH]c(N=Nc2ccc(OC)cc2)c1C
  0% | 4% | ? | 3% | 2% | 78%[activator] | -14 | 0% | -6%
CC1=C(C(=O)NC2CC(C)(C)Cc3c2cnn3-c2cccc(F)c2)OCCO1 (stereo not drawn)
  -14% | -7% | -3% | 2% | 17% | -9% | -7 | 0% | -7%
Cc1cccc(C)c1N1CCN(CCn2c(=S)[nH]c3ccccc3c2=O)CC1
  23% | -5% | -13% | ? | -1% | -46% | 18 | 1% | -1%
CCCn1c(SCC(=O)OCc2ccccc2)nc2c1c(=O)n(C)c(=O)n2C
  1% | 0% | 2% | 3% | 4% | 3% | 21 | -10% | 16%
O=C(COC(=O)c1ccc(O)cc1O)NC1CCCCCC1
  -23% | -8% | -4% | 4% | -2% | . | 48 | 0% | -14%
COc1cccc(OC)c1C(=O)Nc1nc2cc3c(cc2s1)OCO3
  2% | -9% | -2% | 15% | ? | -27% | -3 | 4% | 7%
COc1cc(OC)cc(C(=O)N2CCN(C3CCCCC3)CC2)c1
  -2% | 0%[57.1 µM] | 15%[1.84 µM] | -3% | 6% | 1% | -2 | 4% | -17%
COCCn1c(SCC(=O)c2cccc(OC)c2)nnc1-c1ccco1
  4% | 3%[57.1 µM] | 2% | 2% | 11% | 6% | 6 | 9% | 1%
CCCCCCOC(=O)CCc1c(C)nc(N)[nH]c1=O
  4% | 11% | -2% | -2% | 5% | 3% | 27 | 3% | -2%
CCOc1ncccc1C(=O)OCC(=O)Nc1cc(S(=O)(=O)N2CCOCC2)ccc1Cl
  18% | 10% | -3% | -9% | 5% | 4% | 12 | -2% | 5%
CCOC(=O)C1CCCN(C(=O)CCNS(=O)(=O)c2ccc3c(c2)CCC(=O)N3)C1 (stereo not drawn)
  16% | 1% | 2% | 5% | 11% | 5% | 9 | 15% | 7%
Nc1ccc(-c2nc3ncccc3o2)c(O)c1
  8% | -8% | -4% | 0% | 4% | 29% | -2 | -1% | -2%
O=C(N/N=C\c1ccc(COc2ccc([N+](=O)[O-])cc2)o1)c1ccc(Cl)cc1
  2% | -1% | -3% | 27% | -15% | -25% | -60* | -26% | 2%
COc1ccc(CCOC(=O)c2ccc(N)c([N+](=O)[O-])c2)cc1
  3% | -4% | -6% | 14% | 6% | -11% | -4 | -5% | -8%
COc1ccc(N2CCN(C(=O)c3ccc(C)c(Cl)c3)CC2)cc1
  -3% | -14% | -2% | -147%[0.0737 µM] | 0% | -12% | -9 | 13% | -10%
CN1CCN(c2ccc(-c3cccc4nccn34)cn2)CC1
  0% | 8% | . | . | 9% | 16% | -19 | 5% | 2%
Cc1cc(C(=O)COC(=O)Cc2n[nH]c(=O)c3ccccc23)c(C)n1-c1ccc2c(c1)OCCO2
  -21% | -14% | ? | 13% | -24% | ? | -2 | -22% | ?
Cc1noc(C)c1NC(=O)NCCN1CCN(Cc2ccccc2)CC1
  18% | -13% | 1% | -3% | 12% | -10% | 23 | 5% | 0%
O=[N+]([O-])c1ccc(NN=Cc2cccc([N+](=O)[O-])c2)cc1
  10% | -14% | 25% | 23µM* | ? | ? | ? | ? | 13%
CC(Sc1nnc(-c2ccccc2Br)n1-c1cccc(C(F)(F)F)c1)C(N)=O (stereo not drawn)
  -3% | 2% | -2% | -2% | 14% | -23% | 13 | 18% | ?
Cc1cccc(NC(=S)NCC23C=CC(O2)C2C(=O)N(c4ccc(Cl)cc4)C(=O)C23)c1 (stereo not drawn)
  -28% | -23% | ? | ? | -6% | -21% | -5 | -7% | ?
COc1ccccc1NC(=O)Cn1nc(-c2ccncc2)nc1SCC(=O)NC1CCCC1
  ? | -3% | ? | ? | -27% | -28% | 17 | -15% | -16%
CCOC(=O)C1CCN(S(=O)(=O)c2cc(F)ccc2OC)CC1
  8% | 6% | -15% | -15% | 12% | -6% | 3 | 0% | 17%
Cc1oc(-c2ccc(Cl)cc2)nc1CN1CCCC(C(=O)NCc2ccco2)C1 (stereo not drawn)
  ? | 6% | 7% | -1% | 0% | ? | -51* | -14% | ?
COc1ccc(S(=O)(=O)N2CCOCC2)cc1C(=O)N1CCCC1
  7% | -13% | 0% | 1% | 6% | 8% | 8 | 0% | 2%
COC(=O)[C@@]1(C(C)C)N=C(c2cc(OC)c(OC)c(OC)c2)[C@]2(O1)C(=O)Nc1ccc(F)cc12
  0% | -8% | . | . | -9% | 8% | 16 | -14% | 1%
O=S(=O)(c1ccccc1)N(CC1CO1)c1ccccc1 (stereo not drawn)
  -19% | 4% | 1% | -3% | -2% | -1% | -23 | 10% | -8%
C=CCCC(=O)N1C[C@H]2CCN(C)[C@H]2C[C@H]1c1ccc(Br)cc1
  0% | 6% | . | . | 1% | 3% | -26 | 12% | -2%
COCC(=O)NNC(=O)c1ccccc1OC
  4% | 10% | 14% | -2% | 16% | . | 0 | 3% | 9%
O=[N+]([O-])c1ccc(N2CCCCC2)c(Cl)c1N1CCCCC1
  -2% | -5% | -11% | ? | 27% | 2% | 10 | -2% | -33%
CCC(C)N(C(=O)Cn1cnc2c1c(=O)n(C)c(=O)n2C)C1CCS(=O)(=O)C1 (stereo not drawn)
  3% | -1% | -2% | -3% | -3% | -2% | 11 | -2% | ?
Cc1ccc(CCNC(=O)C2CC(c3ccccc3[N+](=O)[O-])=NO2)cc1 (stereo not drawn)
  0% | 4% | -6% | 7% | -8% | 2% | 12 | -1% | -23%
O=C(CSc1nnc2ccc(-c3ccccn3)nn12)Nc1ccc(F)cc1
  2% | 6% | . | . | -1% | . | -3 | 2% | -1%
Cc1ccc(CSCC(=O)N2CCN(c3ccc(F)cc3)CC2)cc1
  0% | -7% | -4% | -5% | 2% | -8% | -17 | ? | 9%
COCCN(C(=S)Nc1cccc(OC)c1)C1CCN(C(C)C)CC1
  -4% | 0% | 1% | -3% | 5% | 2% | -2 | 1% | -4%
COc1ccc(S(=O)(=O)N2CCOCC2)cc1NC(=O)CSc1nnc(C2CC2)n1C
  -2% | 11% | -3% | 5% | 1% | . | -20 | 0% | 8%
COc1ccc(N=CC2=C(O)CC(c3ccccc3)CC2=O)c(OC)c1 (stereo not drawn)
  ? | -30% | ? | ? | ? | -24% | 4 | ? | ?

# An excerpt from above in order of the WRN helicase inh value, descending:
structure	WRN helicase inh	SW480 rerep	IL1B secr inh
COCCN(C(=S)Nc1cccc(OC)c1)C1CCN(C(C)C)CC1	0%	1%	-2
COc1ccccc1NC(=O)Cn1nc(-c2ccncc2)nc1SCC(=O)NC1CCCC1	-3%	?	17
Cc1cc(C(=O)COC(=O)Cc2n[nH]c(=O)c3ccccc23)c(C)n1-c1ccc2c(c1)OCCO2	-14%	?	-2
